# Compound activity: PubChem BioAssay, several laboratories
# SUMO Mot1 rescue: yeast Mot1-301 growth rescue at high temperature, primary screen, SUMOylation pathway inhibitor project, S. cerevisiae, ATP luminescence, 38.5C; AID 2716, 2010; 1% of 320,000 active; S. cerevisiae Mot1-301 growth rescue; percent above DMSO median, 100 means doubled; growth rescue, % at 18.8 µM;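 active = every valid replicate shows activation above 250% relative to neutral control wells; inactive = the rest, any valid replicate at or below 250%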;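 also: OY570 slx delta 5 strain wells were the positive control but not used for scaling; some compounds called inactive have numbers as strong as hits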
# Keap1 Nrf2 FP: Keap1-Nrf2 protein-protein interaction inhibitors, primary screen, biochemical, fluorescence polarization, single point. Keap1 Kelch-Nrf2 peptide fluorescence polarization, 1536-well. inhibition, % at 9.4 µM. 0.15% of 340,000 active; in the data active = inhibition above about 12%;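 also: human Keap1 Kelch domain with fluorescein labeled Nrf2 9mer peptide probe; 0% = neutral control wells and 100% = peptide positive control; higher means more block of Keap1 binding to Nrf2 peptide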
# Target sequence (Q14145 whole entry, looked up, the tested form may be a part): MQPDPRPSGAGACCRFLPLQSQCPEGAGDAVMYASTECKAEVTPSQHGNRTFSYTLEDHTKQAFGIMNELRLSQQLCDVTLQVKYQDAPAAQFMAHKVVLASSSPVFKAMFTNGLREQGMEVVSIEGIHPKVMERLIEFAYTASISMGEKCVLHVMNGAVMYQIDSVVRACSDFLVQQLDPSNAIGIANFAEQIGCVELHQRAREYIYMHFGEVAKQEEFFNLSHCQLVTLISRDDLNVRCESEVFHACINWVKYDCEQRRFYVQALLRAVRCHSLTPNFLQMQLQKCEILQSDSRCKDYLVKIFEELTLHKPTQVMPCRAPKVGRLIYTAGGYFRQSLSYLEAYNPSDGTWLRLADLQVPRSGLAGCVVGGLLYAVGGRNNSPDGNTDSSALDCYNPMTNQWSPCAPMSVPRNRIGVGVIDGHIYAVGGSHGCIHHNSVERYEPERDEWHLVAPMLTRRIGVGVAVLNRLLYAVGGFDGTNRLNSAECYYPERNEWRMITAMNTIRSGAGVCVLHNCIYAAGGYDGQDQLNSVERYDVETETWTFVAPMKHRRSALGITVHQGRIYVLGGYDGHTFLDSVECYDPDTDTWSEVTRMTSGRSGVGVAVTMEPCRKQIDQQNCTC
# NSD2 inh: NSD2 histone methyltransferase inhibitors, primary screen, biochemical, AlphaScreen, single concentration, set 2 | Histone-lysine N-methyltransferase NSD2 (Homo sapiens), O96028 | NSD2 peptide methylation, 120 min | inhibition, % at 12.5 µM | 0.54% of 310,000 active; in the data active = inhibition above about 50%
# Rtt109 Vps75: inhibitors of C. albicans Rtt109/Vps75 HAT, primary screen, biochemical, ThioGlo CoA-SH fluorescence, plate reader; 0.16% of 330,000 active; inhibition, % at 34.9 µM; purified Rtt109/Vps75, 4 h; Histone acetyltransferase RTT109 (Candida albicans (strain SC5314 / ATCC MYA-2876)), …;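 active = inhibition of at least 50% in every replicate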
# dFosB activator: activators of delta FosB homodimer, primary screen, biochemical, fluorescence polarization, TAMRA-CDK5 oligo, single point. activation, % at 25 µM. 0.99% of 340,000 active. purified delta FosB; percent of positive-control signal above neutral wells. AID 493131, 2011. Protein FosB (Mus musculus), P13346;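 active = mean activation above about 17%, with every replicate also reaching it, limit read from the data, passing the limit was not always enough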;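 also: fluorescence polarization rise as delta FosB binds a TAMRA Cdk5 AP-1 oligo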
# Target sequence (P13346 whole entry, looked up): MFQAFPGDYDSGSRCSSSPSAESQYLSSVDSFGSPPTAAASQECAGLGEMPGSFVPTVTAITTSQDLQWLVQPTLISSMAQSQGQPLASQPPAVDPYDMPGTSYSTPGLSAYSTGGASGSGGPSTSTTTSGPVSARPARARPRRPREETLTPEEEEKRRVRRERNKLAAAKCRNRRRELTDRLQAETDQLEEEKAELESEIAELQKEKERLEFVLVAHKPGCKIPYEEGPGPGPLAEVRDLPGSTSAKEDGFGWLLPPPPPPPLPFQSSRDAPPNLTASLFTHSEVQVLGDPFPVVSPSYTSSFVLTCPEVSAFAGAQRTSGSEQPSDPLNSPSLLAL
# cardiac RTF act: cardiac RTF calcium sensitivity activators, primary screen, biochemical, IANBD-TnC fluorescence, EC20 calcium; Troponin I, cardiac muscle (Homo sapiens) + Troponin T, cardiac muscle (Homo sapiens) + …; IANBD-labeled TnC RTF fluorescence at EC20 calcium; 0% EC20 calcium, 100% full calcium; activation, % at 7.2 µM; 0.24% of 340,000 active;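 active = activation above the mean over all tested compounds plus 3 SD, cut at about 30% in these data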;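 also: rise in fluorescence read as greater calcium sensitivity of cardiac thin filaments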
# C-LANA FP: inhibitors of KSHV C-LANA binding to DNA, primary screen, biochemical, fluorescence polarization, FAM-LBS DNA, MBP-C-LANA, single point; Kaposi's sarcoma herpesvirus LANA C-terminal domain (residues 932-1162) DNA binding; inhibition, % at 9 µM; 0.078% of 340,000 active; AID 504423, 2011;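 active = highest replicate inhibition at or above 60% at 9 µM, even if other replicates fall short; inactive = all replicates below 60% inhibition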;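 also: 0% = neutral control wells and 100% = 4 µM acridine orange control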
# PvdQ acylase: P. aeruginosa PvdQ acylase inhibitors, primary screen, biochemical, fluorescence, plate reader and imaging, single point; PvdQ acylase [Pseudomonas aeruginosa LESB58]; purified PvdQ acylase; inhibition, % at 10 µM; 0.063% of 340,000 active; AID 488965, 2010; in the data active = inhibition above about 30%, passing the limit was not always enough;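 also: 0% = vehicle neutral wells and 100% = reference inhibitor wells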
# PfHsp90 yeast 2: growth inhibition of PfHsp90-expressing yeast, primary screen, antimalarial PfHsp90 inhibitor project, S. cerevisiae, BacTiter-Glo luminescence, single point, set 2; BacTiter-Glo ATP, 48 h; yeast lacking PDR1 and PDR3 efflux regulators; inhibition, % at 9.4 µM; 0.32% of 310,000 active; AID 504621, 2011;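 active = every replicate shows inhibition above about 80%, whatever the replicate mean, limit read from the data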;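 also: 0% = DMSO neutral controls and 100% = 20 µM radicicol positive controls; yeast relying on Plasmodium falciparum Hsp90 in place of its own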
# CDK5 p35 inh: inhibitors of human CDK5/p35 kinase, primary screen, biochemical, single concentration | Recombinant CDK5/p35, ADP-Glo luminescence, 60 min | inhibition, % at 10 µM | 0.01% of 330,000 active | AID 488839, 2010;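 active = highest replicate inhibition of at least 50% and at least 75% of replicates reaching 50%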;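 also: plate controls were DMSO neutral control for no effect and GW8510 at 10 µM for full effect; many of its hits are not listed in these tables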
# RTF Ca sens inh: cardiac RTF calcium sensitivity inhibitors, primary screen, biochemical, IANBD-TnC fluorescence, EC70 calcium; inhibition, % at 7.15 µM; Troponin I, cardiac muscle (Homo sapiens) + Troponin T, cardiac muscle (Homo sapiens) + …; AID 493244, 2011; IANBD-labeled cardiac RTF, Ca2+ fluorescence; 0.12% of 340,000 active;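 active = inhibition above the mean inhibition of all tested compounds plus 3 SD, cut at about 17% in these data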;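 also: assay run at fixed EC70 calcium of 1.6 mM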
# Numbers without * were called inactive; / = not tested or not shown; & = joins results of further samples. Random draw from the library. Share with any hit: about 3.2%.
SMILES,SUMO Mot1 rescue,Keap1 Nrf2 FP,NSD2 inh,Rtt109 Vps75,dFosB activator,cardiac RTF act,C-LANA FP,PvdQ acylase,PfHsp90 yeast 2,CDK5 p35 inh,RTF Ca sens inh
CC(=O)Nc1nnc(/C=C/c2cccc([N+](=O)[O-])c2)s1,4,-1,-2,-2,-6,4,-6.9,1,0,1.1,-8
CCOc1cccc(OCCOCCN(C)Cc2ccccc2)c1,25,-4,3,0,-6,8,2.2,-16,9,-1.0,3
CC(C)c1ccc(NC2CCCN(C(=O)c3cscn3)C2)cc1 (configuration not stated),-14,1,0,-3,-1,-3,-0.3,4,0,0.9,7
O=C1CN(C(=O)COc2ccc(Cl)c(Cl)c2)c2ccccc2N1,/,-5,-2,3,-6,-5,-1.3,-12,/,-2.3,-15
CC(NCc1cccn1C)c1ccccc1 (configuration not stated),44,-6,1,0,-8,-6,-1.9,-14,32,-0.7,-5
COc1ccc2cc(CCNC(=O)c3c(-c4ccccc4Cl)noc3C)c(=O)[nH]c2c1,21,-6,/,4,-7,7,-0.3,11,12,1.0,-3
O=C(NCCc1ccc2c(c1)OCCO2)c1cc(F)cc(F)c1,16,-2,-1,1,-2,-3,0.7,-7,24,-1.0,6
CCCCN(C)C(=O)c1nc2ccccn2c1CN1CCC[C@H]1CO,-4,-2,2,-9,-5,7,-1.9,-11,2,0.9,2
Cc1ccc(NC(=O)CNCc2ccccn2)cc1S(=O)(=O)N(C)C,-14,-6,-1,-6,-6,2,-0.7,-6,/,-0.6,-3
O=C(N/N=C/c1ccncc1)c1cc(Br)ccc1OCc1ccccc1,11,-5,1,2,-13,-4,1.1,-9,25,-2.4,-18
Cc1ccc2c(C(=O)CN3CCCCC3CCO)c(C)[nH]c2c1 (configuration not stated),-25,-2,-1,-1,-3,-4,0.2,-11,9,0.2,-5
CO/N=C/NC(=O)N1OC[C@@H]2COc3ccc4ccccc4c3[C@@H]21,5,-1,-2,1,4,0,-0.7,-15,2,-0.1,-9
CN1Cc2c(N3CCOCC3)nc(SCc3ccccc3)c(C#N)c2CC1(C)C,-12,1,11,17,-13,10,1.8,5,6,0.6,-16
COc1ccc(C(=O)C2CCCN(Cc3c(O)cccc3OC)C2)cc1OC (configuration not stated),-10,3,2,-7,-7,4,0.9,-8,-4,0.7,-1
CC(C)(C)[C@H]1C=C(C(=O)Nc2ccccc2)O[C@@H](OCc2ccc(CO)cc2)C1,1,-1,/,5,-2,-8,1.2,5,14,-2.5,-1
COC(=O)c1cccc(NC(=O)c2cccs2)c1C,12,-2,1,3,0,-3,-0.6,-11,-2,0.5,2
COc1cc(/C=C2\CCCc3c2nc2ccccc2c3C(=O)O)cc(OC)c1O,-15,-1,2,11,2,-3,-0.7,-11,5,0.4,3
COc1ccc(S(=O)(=O)N2CCN(Cc3cccs3)CC2)cc1OC,1,-3,-1,5,-7,2,0.5,-15,-16,-0.9,-10
Cc1nc2c(nnn2Cc2ccccc2)c(=O)[nH]1,1,2,13,7,-9,3,3.2,4,-3,-1.2,-1
CCCNc1ncnc2nc[nH]c12,-20,-6,/,0,0,4,0.6,-5,-30,-0.2,-12
O=C(O)/C=C/c1ccc(S(=O)(=O)N2CCCCCC2)cc1,8,-9,1,1,-7,0,1.9,-11,17,-1.3,-4
COc1ccc(-c2cc(N)n(S(=O)(=O)c3ccc(C)cc3)n2)c(OC)c1,27,0,/,9,-3,0,0.1,-7,-23,2.2,-5
Cc1cccc(-c2n[nH]c(=S)n2/N=C/c2ccc(C)s2)c1,1,-1,0,-6,-8,2,-0.4,-10,-3,1.8,-24
Cn1c(CNC(=O)c2ccco2)nnc1SCC(=O)N1CCN(c2ccccc2)CC1,1,2,0,-1,3,-8,-0.9,-6,10,-2.3,-23
O=S(=O)(NCc1ccccn1)c1ccccc1,-12,1,-1,7,-7,5,1.7,-15,-101,-3.3,-10
O=C(COC(=O)Cn1cc(C(F)(F)F)ccc1=O)Nc1ccc(Br)cc1F,/,-2,1,0,-3,3,2.1,-22,9,-2.2,-5
CC(=O)C1=C(C)NC(=O)NC1c1cc(Br)ccc1OCC(N)=O (configuration not stated),-4,0,2,2,-3,3,1.6,-8,14,-0.3,-11
Cc1cccc(NC(=S)NC2CCN(Cc3ccccc3)CC2)c1C,-16,-6,2,18,-1,1,-0.7,10,14,-0.2,10
COc1ccc2nc(N3CCCC(O)C3)c(C#N)cc2c1 (configuration not stated),-17,1,15,-180,-6,3,2.5,-14,3,0.1,-6
Cc1cccc(N2CC(O)(c3cccs3)[N+]3=C2CCCCC3)c1 (configuration not stated),-8,-3,0,-7,-6,-3,-1.3,5,13,0.2,-5
CCCCCC(=O)NCc1c(C(F)(F)F)nn(C)c1N1CCOCC1,3,5,-1,8,2,-1,2.2,0,/,1.7,-2
COc1cc(Br)cc(/C=C/c2ccc3cccc(O)c3n2)c1OC,-5,-9,-2,-1,-10,-5,1.1,-16,14,-1.2,-2
CCc1nnc(NC(=O)C2CCC(CNc3c(N4CCCCC4)c(=O)c3=O)CC2)s1 (configuration not stated),-4,-1,1,12,-11,-5,0.0,8,-6,0.8,-5
CCN(CC)CCCNC(=O)c1cc2nc(-c3ccccc3)cc(C(F)(F)F)n2n1,-17,0,18,1,0,-1,-1.6,7,-9,-1.0,9
CC(=O)NCCC(=O)Nc1cc(S(=O)(=O)N2CCOCC2)ccc1N1CCOCC1,5,-5,-2,-2,0,2,-1.0,-10,-37,-2.9,-10
NC(=O)[C@H]1CC2(CC(c3cccc(NC(=O)[C@H]4CCC(=O)N4)c3)=NO2)CN1C(=O)c1ccccc1C(=O)c1ccccc1 (some centres not stated),-1,5,/,2,-7,-4,0.8,-4,1,-0.2,-17
CCOc1ccc(NC(=O)CN2C(=O)/C(=C3\SC(=S)N(C4CCS(=O)(=O)C4)C3=O)c3ccccc32)cc1 (configuration not stated),/,-4,-1,2,4,1,0.5,6,-10,0.4,9
O=C(COc1ccc(F)cc1)Nc1nnc(-c2ccncc2)s1,/,-13,0,5,-12,1,-3.2,2,6,3.4,1
Cc1cc(C)cc(NC(=O)CCN2CC(C)OC(C)C2)c1 (configuration not stated),24,-1,-2,/,-5,8,0.5,6,8,2.8,5
COc1ccc(N2CCN(C3CC(=O)N(C)C3=O)CC2)cc1 (configuration not stated),2,-5,1,-2,4,2,-0.3,-14,-27,2.0,0
CCn1c(/C=C/c2cc(Br)ccc2O)nc2ccccc2c1=O,12,0,0,-2,8,-3,-1.9,-1,-18,0.7,-3
CCN(CC(=O)N1CCCC1)S(=O)(=O)c1ccc(F)cc1,10,-4,22,5,3,-6,-0.1,-1,2,-0.3,-2
CCn1ncc(Br)c1C(=O)Nc1ccc(C(=O)OC(C)C)cc1,-8,-9,-8,1,-12,1,7.0,-19,-8,1.2,-10
Cc1ccc(CNc2ccc(N3CCOCC3)c(Cl)c2)cc1,-8,-5,1,8,-3,-4,0.5,-8,-43,0.6,0
CC1=Nc2ccc3ccccc3c2C1(C)C,-13,-10,-13,-4,-5,-2,2.0,1,-14,1.8,-12
CC(NC(=O)Nc1ccc([N+](=O)[O-])cc1)C(c1ccccc1)N1CCOCC1 (configuration not stated),-2,0,0,24,-5,/,-0.3,-1,11,1.0,/
CCN(c1ccc2c(c1)OCO2)S(=O)(=O)c1cc2c(cc1Br)CCN2C(=O)C1CC1,/,-5,0,2,-14,-2,-1.9,-19,4,1.4,-9
C[C@@H]1CCC(=O)N(CC[C@H](Sc2ccccc2)c2ccccc2)CC1,20,-1,/,3,6,3,-1.0,-1,-5,0.3,-2
CCC/C(=N/NC(=O)c1ccc2c(c1)OCO2)c1cccs1,72,3,-4,-2,3,-1,1.9,-10,-13,-0.2,-2
CC1=C(C)[N+](=O)C2CCCCC2N1[O-] (configuration not stated),10,-2,0,27,8,3,-0.7,1,-23,0.2,-5
Cc1ccc(/C=N/n2c(C3CCCCC3)n[nH]c2=S)o1,-2,-2,4,4,-6,1,0.3,9,-8,/,-1
COc1cc(C)ccc1OCc1cc(C(=O)NCCN2CCOCC2)no1,12,-2,-1,5,5,-2,-0.1,13,6,0.3,1
O=C(Nc1ccc(NC(=O)c2sc3ccccc3c2Cl)cc1)c1ccco1,-11,4,1,-6,-3,-2,0.3,-4,-13,2.7,-17
O=C(OCC(=O)N1CCOCC1)c1ccc(Br)cc1,580,-5,64*,5,1,-1,-1.0,19,10,1.8,7
CC(=O)Nc1ccc(S(=O)(=O)N2CCN(S(=O)(=O)c3cccs3)CC2)cc1,/,-5,-3,-5,-2,-5,-0.2,5,/,0.9,-12
CCN(Cc1ccncc1)C(=S)NCc1ccccc1,6,-4,-2,5,0,0,1.1,-10,/,0.0,8
CCCNC(=O)c1ccc(Cl)cc1Cl,4,-1,-6,0,0,1,0.7,6,4,-0.5,-2
C[C@@H]1C[C@H]2[C@@H]3CCC4=CC(=O)C=C[C@]4(C)[C@@]3(F)[C@@H](O)C[C@]2(C)[C@H]1C(=O)CO,-2&-20,0,/,8,-1,4,-0.3,7,15,-0.2,16
S=C(Nc1cccc(Cl)c1)Nc1ccc2cn[nH]c2c1,-8,0,0,-2,1,-1,0.3,-15,37,2.7,-3
Cc1cccc2c1N(C)C(=O)C2=O,5,-2,11,-4,1,1,1.2,-22,-8,-0.4,-1
COc1ccccc1-n1ccn(CC(=O)Nc2ccc(C)cc2Cl)c(=O)c1=O,-20,0,1,-3,-5,-8,-0.3,-18,-14,0.1,-1
Cc1nnc(SCc2ccc(Cl)cc2)nc1/C=C/N(C)C,-19,-5,-27,1,-4,-6,-0.9,-17,10,0.6,-3
